Bioassay records as filed in PubChem.
CHRM5 antagonist: blocks acetylcholine activation of human M5 receptor. P08912. CHO-hM5 cells, Fluo-8 calcium fluorescence, ACh EC80. inhibition, % at 3 µM. actives 0.59% (n = 360,000);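 active means inhibition above a per-plate cutoff, the mean of that plate's test compounds plus 3 SD, cut at about 27% in these data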;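 further: 0% = acetylcholine EC80 with DMSO and 100% = DMSO without agonist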
Target sequence (P08912 whole entry, looked up): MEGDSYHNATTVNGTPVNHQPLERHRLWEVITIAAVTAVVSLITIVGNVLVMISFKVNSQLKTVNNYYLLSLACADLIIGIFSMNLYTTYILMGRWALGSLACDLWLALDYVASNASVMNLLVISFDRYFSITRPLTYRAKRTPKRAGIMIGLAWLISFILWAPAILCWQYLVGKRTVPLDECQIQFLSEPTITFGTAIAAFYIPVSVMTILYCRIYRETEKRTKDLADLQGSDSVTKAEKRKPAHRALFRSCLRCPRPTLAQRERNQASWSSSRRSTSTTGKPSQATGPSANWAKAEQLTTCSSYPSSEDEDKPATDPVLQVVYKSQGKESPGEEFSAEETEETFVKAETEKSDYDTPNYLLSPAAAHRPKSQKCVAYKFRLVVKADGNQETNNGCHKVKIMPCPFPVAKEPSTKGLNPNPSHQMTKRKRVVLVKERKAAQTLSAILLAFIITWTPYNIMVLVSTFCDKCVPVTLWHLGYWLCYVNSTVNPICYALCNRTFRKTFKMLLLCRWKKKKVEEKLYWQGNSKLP
CHO-K1 Ca ag: M1 agonist counterscreen hit in parental CHO-K1 cells; Fluo-8 calcium fluorescence; scaled to maximal ATP response, vehicle zero; AID 602248; actives 0.48% (n = 360,000); activation, % at 3 µM; in the data active means activation above about 15%;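 further: untransfected CHO-K1 host cells lacking M1 receptor as counterscreen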
CHRM5 PAM: potentiates acetylcholine response at human M5 receptor; actives 0.3% (n = 360,000); AID 624038; P08912; activation, % at 3 µM; CHO-K1 hM5, Fluo-8 calcium, ACh EC20 PAM; 0% = ACh EC20, 100% = ACh EC100;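 active means activation above the run cutoff, the mean activation of all test compounds plus 3 SD, cut at about 18% in these data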
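Replicates: One well per compound, no replicates | System: Human M5 receptor in CHO-K1 cells | Benchmarks: Low control EC20 acetylcholine (0%), high control EC100 acetylcholine (100%) | Probe or stimulus: Acetylcholine, EC20 level | Times: Fluo-8 loading 80 min at 37 °C plus 30 min room temperature | Signal: Intracellular calcium via Fluo-8 fluorescence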
CHRM4 PAM: CHRM4 positive allosteric modulation; P08173; CHO-K1 hM4/Gqi5, Fluo-8 calcium fluorescence, ACh EC20; 0% = ACh EC20, 100% = maximal ACh; activation, % at 3 µM; actives 0.4% (n = 360,000);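 active means activation above its plate's cutoff, the mean activation of sample wells plus 3 SD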; further: some results filed as inactive read as strong as hits
Target sequence (P08173 whole entry, looked up): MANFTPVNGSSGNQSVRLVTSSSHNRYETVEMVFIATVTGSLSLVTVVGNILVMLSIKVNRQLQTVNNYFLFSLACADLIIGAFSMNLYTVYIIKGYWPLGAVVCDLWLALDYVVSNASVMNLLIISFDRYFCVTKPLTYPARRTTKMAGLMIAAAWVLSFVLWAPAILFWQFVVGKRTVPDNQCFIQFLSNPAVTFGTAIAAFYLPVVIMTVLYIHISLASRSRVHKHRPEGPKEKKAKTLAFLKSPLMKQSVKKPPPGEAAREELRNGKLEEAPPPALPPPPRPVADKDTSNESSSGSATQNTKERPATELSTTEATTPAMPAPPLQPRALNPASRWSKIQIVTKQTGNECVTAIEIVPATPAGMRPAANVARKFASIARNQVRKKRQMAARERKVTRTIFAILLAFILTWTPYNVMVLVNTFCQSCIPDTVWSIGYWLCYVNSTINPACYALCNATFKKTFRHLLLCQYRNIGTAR
CHO-K1 Ca antag: nonselective inhibitor or artifact in parental CHO-K1 cells. inhibition, % at 3 µM. actives 0.6% (n = 360,000). ATP-induced calcium, Fluo-8 fluorescence;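 active means inhibition above a per-plate cutoff, the plate's mean sample inhibition plus 3 SD, cut at about 24% in these data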;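 further: 0% = DMSO plus EC80 ATP and 100% = DMSO alone without ATP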
M5 ag: CHRM5 agonism in calcium assay; P08912; CHO-K1 hM5 cells, Fluo-8 calcium fluorescence; 0% DMSO wells, 100% maximal acetylcholine response; activation, % at 3 µM; actives 0.19% (n = 360,000); AID 624037;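 active means activation above the run's mean over test compounds plus 3 SD, cut at about 23% in these data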;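 further: signal is peak over basal fluorescence ratio across the kinetic read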
CHRM4 agonist: CHRM4 agonism in calcium assay | P08173 | CHO-K1 hM4/Gqi5, Fluo-8 calcium fluorescence; vehicle 0%, full acetylcholine response 100% | activation, % at 3 µM | actives 0.14% (n = 360,000);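 active means activation above the run mean over all test wells plus 3 SD, cut at about 32% in these data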;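 further: peak over basal fluorescence ratio per well then scaled between controls; 0% = DMSO wells and 100% = acetylcholine at EC100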
M4 antag: blocks acetylcholine activation of human M4 receptor; P08173; CHO-hM4 cells, ACh EC80, Fluo-8 calcium fluorescence; inhibition, % at 3 µM; actives 0.73% (n = 360,000);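 active means inhibition above its plate's cutoff, the mean inhibition of sample wells plus 3 SD, cut at about 27% in these data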;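 further: 0% = acetylcholine EC80 with DMSO and 100% = DMSO without agonist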
CHO-K1 Ca PAM: counter-screen for M1 PAMs: effect in parental CHO-K1 cells | ATP EC20, Fluo-8 calcium fluorescence; 0% at ATP EC20, 100% at ATP max | AID 602247 | actives 0.02% (n = 360,000) | activation, % at 3 µM;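 active means activation above the run cutoff, the mean activation of all test compounds plus 3 SD, cut at about 40% in these data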;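 further: peak over basal fluorescence ratio in a 140 s read after ATP addition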
An asterisk follows results filed as active.

SMILES | CHRM5 antagonist | CHO-K1 Ca ag | CHRM5 PAM | CHRM4 PAM | CHO-K1 Ca antag | M5 ag | CHRM4 agonist | M4 antag | CHO-K1 Ca PAM
CCOC(=O)C1CCCN(C(=O)c2cc(S(=O)(=O)N(C)C)ccc2N2CCCC2)C1 (stereo unspecified) | -5 | 0.1 | -1 | -11 | 0 | 3 | 0 | 1 | -17
Cc1cc(NC(=O)CSc2nnc(Nc3ccccc3C)s2)no1 | -2 | 1.0 | 2 | -8 | -15 | -3 | 1 | -12 | -14
CN(C1CCCCC1)S(=O)(=O)c1ccc2c(c1)c(=O)c(C(=O)NCCN1CCCC1)cn2C | -4 | -0.4 | 3 | -12 | -3 | -3 | 1 | 2 | 14
COc1ccc(S(=O)(=O)Nc2cccc3c2O[C@H](CN(C)C(=O)Nc2c(C)noc2C)[C@@H](C)CN([C@H](C)CO)C3=O)cc1 | 0 | 0.6 | 3 | 3 | -13 | 0 | 1 | 0 | 5
Cc1nnc(SCc2nnc(-c3cccs3)o2)n1C1CCCCC1 | -1 | 0.1 | 2 | -7 | 11 | 1 | 1 | 10 | -18
CCOC(=O)Cc1nnc2c(Nc3ccc(Cl)cc3)nc3nonc3n12 | 5 | 4.4 | -12 | -2 | 9 | 3 | 15 | -4 | 8
COc1cc(C)c(Cl)cc1S(=O)(=O)n1cnc2ccccc21 | -4 | 0.0 | -2 | 9 | 7 | 4 | 2 | -7 | -15
O=C(COC(=O)CN1C(=O)NC2(CCCC2)C1=O)Nc1ccccc1C(F)(F)F | 11 | 1.9 | -1 | 5 | -12 | 1 | 3 | -4 | 6
Cc1cccnc1CCNC(=O)c1ccc(OC2CCN(Cc3ccccn3)CC2)cc1 | -8 | 1.0 | -7 | -6 | -3 | -6 | 3 | -13 | -8
C=C(C)C(C)(C#CCN1CCCC1)OC(C)=O (stereo unspecified) | 10 | 0.3 | -13 | -8 | -10 | -8 | 0 | 12 | 6
COc1cccc(NC(=O)C2C(c3ccccc3)C2(Cl)Cl)c1 (stereo unspecified) | 21 | 1.8 | -12 | -10 | 7 | -11 | -1 | -12 | 1
CC(=O)c1ccc(N2C(=NC(=O)C3CCCO3)SC3CS(=O)(=O)CC32)cc1 (stereo unspecified) | -19 | 0.5 | 16 | 7 | -5 | -1 | 1 | 2 | 5
O=C(Cc1ccc([N+](=O)[O-])cc1)N1N=C(C2CC2)CC1(O)C(F)(F)F (stereo unspecified) | 3 | 3.0 | 6 | -4 | -14 | -5 | 2 | 7 | 1
COc1ccc([C@H]2CC(=O)C=C(c3cc4ccccc4s3)C2)cc1OC | 15 | 0.3 | -7 | 1 | 5 | 1 | 1 | 6 | -3
O=C(COc1ccccc1)OCC(=O)c1ccc(S(=O)(=O)N2CCCCC2)cc1 | 3 | 0.1 | -1 | 0 | -4 | 1 | 2 | 11 | 3
COc1ccc(OC2OC3COC(c4ccco4)OC3C(O)C2NC(C)=O)cc1 (stereo unspecified) | 1 | 3.1 | 1 | 6 | -11 | -2 | 1 | -4 | 24
O=C(NC1CCCC1)C(c1ccccc1)N(C(=O)c1csnn1)C1CCCC1 (stereo unspecified) | 7 | 0.2 | -3 | 3 | -7 | -2 | 1 | -6 | -16
C[C@@H]1CN=C2N(CCNC(=O)CCC3CCCCC3)[C@H](Cc3ccc(O)cc3)CN21 | 8 | 0.7 | -3 | 5 | -9 | -6 | 0 | 0 | 6
O=C1NC[C@@H](CCCCN2CCN(CC3CCCCC3)C(=O)C2=O)N(CC2CCCCC2)C1=O | 4 | 0.4 | -6 | 11 | -15 | -3 | 3 | -13 | 14
O=C(NCc1nc(-c2ccccc2)no1)Nc1ccc(F)cc1 | 4 | 3.9 | -2 | -2 | 4 | 1 | 2 | -7 | 20
Cc1nn(C)cc1C(C(=O)NC1CCCCC1)N(Cc1ccc(F)cc1)C(=O)c1cnccn1 (stereo unspecified) | -6 | 0.0 | 6 | 4 | -7 | 0 | 0 | -8 | -8
CC1COc2ccccc2N1C(=O)c1ccc(Cl)nc1 (stereo unspecified) | 4 | 0.0 | 15 | 2 | -11 | -1 | 2 | -9 | 8
CC(=O)Nc1cccc(NS(=O)(=O)c2ccc3c(c2)CCC(=O)N3)c1 | -3 | 0.3 | -1 | 0 | 1 | 0 | 0 | -3 | 11
Cc1cc2nc(-c3ccccc3O)[nH]c2cc1C | 5 | 0.4 | 7 | 7 | -5 | -3 | 2 | 1 | -7
CN1N=C(C(F)(F)F)CC1=O | 8 | 0.1 | -10 | -4 | -11 | -4 | 1 | -2 | 13
COc1cc(C(=O)NCCCCCCNC(=O)c2cc(OC)c(OC)c(OC)c2)cc(OC)c1OC | 5 | 0.1 | 1 | -4 | 6 | 4 | 0 | 6 | 0
COC(=O)[C@@]1(Sc2ccc(C)cc2)CC(=O)N[C@@H]1c1ccc(Br)cc1 | -11 | 2.4 | 10 | 6 | -18 | 2 | 3 | -17 | 6
COc1cc(/C=C/C(=O)O)cc(OC)c1O | -2 | 0.1 | -1 | -1 | -5 | 0 | 0 | 6 | 14
COc1cccc(C2=CC(=O)CCC2)c1 | -1 | -0.4 | 12 | 21 | -2 | 2 | 2 | -4 | 12
COC(=O)C1=CN(C(C)C)C=C(C(=O)OC)C1c1cc(Br)c(OC)c(OC)c1 | 4 | 0.3 | -7 | -2 | 0 | -11 | -3 | 1 | 16
CCN(CC)C(=O)CSc1nc2c(sc(=S)n2-c2ccccc2OC)c(=O)n1-c1ccccc1 | 0 | -0.7 | 0 | 8 | 13 | -7 | 1 | 2 | 8
CN(c1ccc(OCC(=O)OCC(=O)Nc2c(F)c(F)c(F)c(F)c2F)cc1)S(=O)(=O)c1ccc(F)cc1 | 12 | 5.6 | -9 | -6 | -3 | 0 | 7 | -8 | -1

Some entries already given with just M5 ag:
canonical_smiles | M5 ag
COC(=O)[C@@]1(Sc2ccc(C)cc2)CC(=O)N[C@@H]1c1ccc(Br)cc1 | 2
COc1cccc(C2=CC(=O)CCC2)c1 | 2

New compounds follow:
SMILES | CHRM5 antagonist | CHO-K1 Ca ag | CHRM5 PAM | CHRM4 PAM | CHO-K1 Ca antag | M5 ag | CHRM4 agonist | M4 antag | CHO-K1 Ca PAM
CN(CC(=O)Nc1cccc(F)c1)C(=O)c1ccccc1OCCOc1ccccc1 | -11 | 7.5 | -5 | 2 | -6 | 0 | 19 | -15 | 14
Cc1ccc2cc(C)c3nnc(SCc4ccc(C(=O)O)cc4)n3c2c1C | 1 | 0.0 | 5 | 5 | -12 | -1 | 0 | 11 | 5
COc1ccc(CNC(=O)C2CCC(CNS(=O)(=O)c3ccc(C)cc3)CC2)cc1 (stereo unspecified) | 7 | 1.9 | -3 | -2 | -5 | -1 | 3 | 1 | -13
O=C(CCS(=O)(=O)c1ccc(Cl)cc1)N1CCCc2ccccc21 | 9 | 0.2 | 0 | 1 | 21 | -4 | 3 | -7 | -20
Clc1cccc(N2CCN(Cc3ccc(Br)o3)CC2)c1 | 1 | -0.5 | -2 | -3 | 1 | -1 | -1 | 0 | 5
Cn1c(=NC(=O)c2ccco2)sc2ccccc21 | 1 | 6.2 | -2 | 1 | -7 | -1 | 0 | -4 | 21
C/C(=N\Nc1ccccn1)c1ccc(C#N)cc1 | 14 | 0.7 | -9 | -4 | -11 | -10 | 2 | -3 | 10
CC(C)C(NC(=O)C1CCCCC1)C(=O)NC1=NCCS1 (stereo unspecified) | 4 | 0.0 | 0 | -1 | -2 | 2 | 0 | 3 | 18

14 structures from above, ordered by formula weight, low to high:
SMILES | CHRM5 antagonist | CHO-K1 Ca ag | CHRM5 PAM | CHRM4 PAM | CHO-K1 Ca antag | M5 ag | CHRM4 agonist | M4 antag | CHO-K1 Ca PAM
COc1cccc(C2=CC(=O)CCC2)c1 | -1 | -0.4 | 12 | 21 | -2 | 2 | 2 | -4 | 12
COc1cc(/C=C/C(=O)O)cc(OC)c1O | -2 | 0.1 | -1 | -1 | -5 | 0 | 0 | 6 | 14
C/C(=N\Nc1ccccn1)c1ccc(C#N)cc1 | 14 | 0.7 | -9 | -4 | -11 | -10 | 2 | -3 | 10
Cc1cc2nc(-c3ccccc3O)[nH]c2cc1C | 5 | 0.4 | 7 | 7 | -5 | -3 | 2 | 1 | -7
Cn1c(=NC(=O)c2ccco2)sc2ccccc21 | 1 | 6.2 | -2 | 1 | -7 | -1 | 0 | -4 | 21
CC(C)C(NC(=O)C1CCCCC1)C(=O)NC1=NCCS1 (stereo unspecified) | 4 | 0.0 | 0 | -1 | -2 | 2 | 0 | 3 | 18
Clc1cccc(N2CCN(Cc3ccc(Br)o3)CC2)c1 | 1 | -0.5 | -2 | -3 | 1 | -1 | -1 | 0 | 5
O=C(CCS(=O)(=O)c1ccc(Cl)cc1)N1CCCc2ccccc21 | 9 | 0.2 | 0 | 1 | 21 | -4 | 3 | -7 | -20
Cc1ccc2cc(C)c3nnc(SCc4ccc(C(=O)O)cc4)n3c2c1C | 1 | 0.0 | 5 | 5 | -12 | -1 | 0 | 11 | 5
COC(=O)[C@@]1(Sc2ccc(C)cc2)CC(=O)N[C@@H]1c1ccc(Br)cc1 | -11 | 2.4 | 10 | 6 | -18 | 2 | 3 | -17 | 6
CN(CC(=O)Nc1cccc(F)c1)C(=O)c1ccccc1OCCOc1ccccc1 | -11 | 7.5 | -5 | 2 | -6 | 0 | 19 | -15 | 14
COC(=O)C1=CN(C(C)C)C=C(C(=O)OC)C1c1cc(Br)c(OC)c(OC)c1 | 4 | 0.3 | -7 | -2 | 0 | -11 | -3 | 1 | 16
COc1cc(C(=O)NCCCCCCNC(=O)c2cc(OC)c(OC)c(OC)c2)cc(OC)c1OC | 5 | 0.1 | 1 | -4 | 6 | 4 | 0 | 6 | 0
CN(c1ccc(OCC(=O)OCC(=O)Nc2c(F)c(F)c(F)c(F)c2F)cc1)S(=O)(=O)c1ccc(F)cc1 | 12 | 5.6 | -9 | -6 | -3 | 0 | 7 | -8 | -1

Later entries.
SMILES | CHRM5 antagonist | CHO-K1 Ca ag | CHRM5 PAM | CHRM4 PAM | CHO-K1 Ca antag | M5 ag | CHRM4 agonist | M4 antag | CHO-K1 Ca PAM
CCc1nnc(NC(=O)Cc2cccs2)s1 | 2 | 0.9 | -4 | -3 | -15 | -1 | 5 | -4 | 8
CCOc1[nH]n(-c2ccccc2)c(=O)c1C=Nc1ccc(Cl)cc1 | -8 | 0.2 | 13 | 7 | -6 | -5 | 0 | -7 | 10
O=c1cc(-c2cccs2)oc2ccc(Cl)cc12 | -3 | 1.1 | -1 | 3 | -6 | 3 | 0 | -9 | 20
O=C(Nc1cccc(NC(=O)c2ccc(F)cc2)c1)c1ccc(F)cc1 | 5 | 0.3 | 0 | 0 | 3 | 2 | 1 | 0 | -2
COc1ccc(C(=O)/C=C/c2cn(CN3CCN(C)CC3)c3ccccc23)cc1 | 0 | 2.8 | -8 | -4 | -18 | 0 | 0 | -1 | 28
Cc1ccccc1CSc1nnc(-c2ccco2)n1Cc1ccco1 | 0 | 4.9 | -2 | 0 | -2 | -3 | 1 | 6 | 10
Cc1ccc(S(=O)(=O)N2CCC(=O)N([C@H](COCc3ccccc3)C(C)C)CC2)cc1 | -16 | -1.0 | 4 | 0 | 42* | 0 | 2 | -9 | -8
O=C(COc1ccc(S(=O)(=O)NC2CCCCC2)cc1)NC1CC1 | 16 | 0.7 | -2 | 7 | 3 | -2 | 1 | 6 | -19
